Screening data as filed in PubChem BioAssay.
Polio RdRp inh: inhibitors of poliovirus RNA polymerase binding and polymerization | P03300 | poliovirus polymerase elongation, fluorescence polarization; active compounds read low | % elongation, % (compound at 16.7 µg/mL) | actives 0.66% (n = 150,000); in the data active = % elongation below about 90%; also: some results filed as inactive read as strong as hits
Target sequence (P03300 1749-2209 limits assumed): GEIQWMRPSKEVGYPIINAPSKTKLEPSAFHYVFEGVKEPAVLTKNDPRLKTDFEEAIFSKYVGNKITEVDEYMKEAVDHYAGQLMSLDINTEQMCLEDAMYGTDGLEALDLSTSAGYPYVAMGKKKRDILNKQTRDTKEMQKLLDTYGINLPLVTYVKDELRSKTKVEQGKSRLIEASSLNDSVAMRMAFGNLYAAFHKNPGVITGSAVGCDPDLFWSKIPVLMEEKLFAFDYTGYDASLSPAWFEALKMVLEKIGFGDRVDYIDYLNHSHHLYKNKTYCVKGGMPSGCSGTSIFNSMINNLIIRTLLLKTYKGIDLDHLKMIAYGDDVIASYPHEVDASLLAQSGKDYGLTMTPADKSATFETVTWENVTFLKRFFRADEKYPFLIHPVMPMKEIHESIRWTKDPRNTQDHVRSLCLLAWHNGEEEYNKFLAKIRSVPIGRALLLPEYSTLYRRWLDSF
Polio RdRp inh FP z-score: second read-out of Polio RdRp inh, no call of its own (marks repeat the call); z-score; measured here: FP z-score; hits read low
* hit, by the source's call.

SMILES	Polio RdRp inh	Polio RdRp inh FP z-score
CN(C)c1ccc(NC(=O)CSc2nnc(C3CC3)n2N)cc1	102.0	-0.2
CS(=O)(=O)n1cc(C(=O)C(F)F)c2ccccc21	99.0	-1.1
O=C(Cc1ccccc1)N1CCC(c2nc3ccccc3[nH]2)CC1	105.0	1.5
CNC(=S)NCC(c1ccco1)N1CCCCC1 (configuration not stated)	99.0	-0.5
CC1=C(C(=O)Nc2ccccc2C)C(c2ccco2)n2ncnc2N1 (configuration not stated)	107.0	0.3
O=C(Cn1cnc2c(nc3n2CCCCC3)c1=O)NC1CCCCCC1	102.0	-0.3
CC(C)OCCCNC(=O)c1cn(C)c2ccc(S(=O)(=O)N3CCCCCC3)cc2c1=O	107.0	0.5
COc1ccc(-c2cc(NC(=O)Nc3ccccc3)n(-c3ccccc3)n2)cc1	104.0	-0.1
NC(=O)C1CCN(C(=O)c2ccc3c(c2)N(Cc2cccc(Cl)c2)C(=O)c2ccccc2S3(=O)=O)CC1	108.0	0.4
O=C(N/N=C/c1ccco1)c1nn(Cc2ccccc2)c(=O)c2ccccc12	105.0	0.3
Cc1cc(S(=O)(=O)N2CCN(C)CC2)c(C)cc1Cl	100.0	0.1
CCCN(CCC)C(=O)c1cc(S(=O)(=O)N2CCc3ccccc32)cn1C	102.0	0.4
OCCCNc1c2c(nc3ccccc13)CCCC2	100.0	-0.1
O=C(Nc1ccccc1I)c1ccnc(-n2cnnc2)c1	99.0	-1.2
CCC(CC)C(=O)NC1CC(=O)N(c2ccc3c(c2)OCCO3)C1 (configuration not stated)	105.0	-0.5
O=C(NC1CC1)c1ccc(CN(c2ccccc2)S(=O)(=O)c2ccccc2)cc1	101.0	0
CCc1ccc(C(=O)c2cn(CC(=O)Nc3ccc4c(c3)OCO4)c3ccc(Cl)cc3c2=O)cc1	111.0	0.9
CCCOc1ccc(/C(C)=N\NC(=O)c2nnn(-c3nonc3N)c2CSc2ccccc2)cc1OC	101.0	0.2
CC1CCC(C)N1c1cc(C(F)(F)F)cc(C(F)(F)F)c1 (configuration not stated)	101.0	-0.2
CC(C)c1ccc(NC(=O)C2CCN(C(=O)c3ccc(F)cc3)CC2)cc1	108.0	1
CCc1cccc(C)c1Nc1c(-c2ccc(N(C)C)cc2)nc2ncccn12	125.0	3.4
Cc1n[nH]c(C)c1S(=O)(=O)N1CCCC(C(=O)Nc2ccc(Br)cc2)C1 (configuration not stated)	104.0	-1.1
CC(C)CC(NC(=O)CC12CC3CC(CC(C3)C1)C2)C(=O)O (configuration not stated)	99.0	-0.4
Cc1c(C(=O)Nc2ccc(S(N)(=O)=O)cc2)oc2ccccc12	102.0	-0.2

Sorted by number of heavy atoms (largest number first): part of the list above
SMILES	Polio RdRp inh	Polio RdRp inh FP z-score
CCCOc1ccc(/C(C)=N\NC(=O)c2nnn(-c3nonc3N)c2CSc2ccccc2)cc1OC	101.0	0.2
CCc1ccc(C(=O)c2cn(CC(=O)Nc3ccc4c(c3)OCO4)c3ccc(Cl)cc3c2=O)cc1	111.0	0.9
O=C(NC1CC1)c1ccc(CN(c2ccccc2)S(=O)(=O)c2ccccc2)cc1	101.0	0
CCc1cccc(C)c1Nc1c(-c2ccc(N(C)C)cc2)nc2ncccn12	125.0	3.4
O=C(Nc1ccccc1I)c1ccnc(-n2cnnc2)c1	99.0	-1.2
OCCCNc1c2c(nc3ccccc13)CCCC2	100.0	-0.1

Additional entries.
SMILES	Polio RdRp inh	Polio RdRp inh FP z-score
CCc1ccc(NC(=O)/C=C/c2ccco2)cc1	98.0	-0.8
CC1(NC(=O)CN2CCCCC2c2nc3ccccc3s2)CCS(=O)(=O)C1 (configuration not stated)	101.0	0
CCn1ccnc1C(O)c1ccc(OC)cc1 (configuration not stated)	105.0	0.2
c1ccc(NCCCNc2ccccc2)cc1	100.0	-0.1
Cc1nn(C(C)(C)C)c2c1C(c1ccncc1)C1=C(CCCC1=O)N2 (configuration not stated)	97.0	-0.5
Cc1cc(C(=O)COc2ccc(NC(=O)c3ccco3)cc2)c(C)n1Cc1ccccc1	108.0	0.9
Cc1ccc(-c2nnn(CC(=O)c3ccc(Cl)s3)n2)cc1	123.0	3.6
O=C1NC(=O)C(=Cc2ccc(Br)cc2)C(=O)N1	100.0	-0.4
CCOC(=O)c1ccc(NC(=O)c2c(C)nn(-c3ccc(F)cc3)c2-n2cccc2)cc1	108.0	0.1
Cc1ccc(COc2ccc(-c3cc(C(F)(F)F)n4nc(C)cc4n3)cc2)cc1	106.0	0.5
CCc1ccccc1NC(=O)CSc1ncc2c(n1)-c1ccccc1N(C)S2(=O)=O	114.0	0.5
CCCN(C(=O)C1c2ccccc2C(=O)N(CC(C)C)C1c1cccs1)c1ccccc1C (configuration not stated)	100.0	-0.6
CC(=O)N1CCc2c(sc(NC(=O)c3ccco3)c2C(N)=O)C1	104.0	0.6
COc1ccc(-n2c(=S)[nH]c3ccccc3c2=O)cc1	103.0	-0.1
Cc1cc(S(=O)(=O)NCC2CCN(C(=O)OC(C)(C)C)CC2)c(C)o1	104.0	0.2
COCCNC(=O)c1ccc2c(=O)n3c(nc2c1)CCCCC3	99.0	-1
CCOc1ccc(CCC(=O)O)cc1	107.0	0.7
COC(=O)c1cc2c(s1)CN(c1cc(C)cc(C)c1)C2	104.0	1
CC1Cc2ccccc2N1C(=O)CSc1nnnn1Cc1ccccc1 (configuration not stated)	107.0	0.9
CCN(CCCNC(=O)Cn1ncc2c3ccccc3n(C)c2c1=O)Cc1ccccc1	102.0	-0.7
COc1cc(Cl)c(C)cc1NC(=O)CCc1c(C)nc2c3cccnc3nn2c1C	100.0	-0.5
C=CCN(CC=C)C(=O)C(C)N1CCN(C2CCCCC2)CC1 (configuration not stated)	104.0	1
CCCc1cc(=O)[nH]c(SCc2ccccn2)n1	103.0	0.1
Cc1ccc(S(=O)(=O)N2CCN(C3CC(=O)N(Cc4ccccc4)C3=O)CC2)cc1C (configuration not stated)	103.0	-0.1

In a second layout: results already given
Each structure is followed by: Polio RdRp inh | Polio RdRp inh FP z-score
COc1cc(Cl)c(C)cc1NC(=O)CCc1c(C)nc2c3cccnc3nn2c1C
    100.0 | -0.5
CC1Cc2ccccc2N1C(=O)CSc1nnnn1Cc1ccccc1 (configuration not stated)
    107.0 | 0.9

Additional compounds.
SMILES	Polio RdRp inh	Polio RdRp inh FP z-score
O=C(NC1CC1)c1ccc(C2SCC(=O)N2Cc2ccco2)cc1 (configuration not stated)	104.0	0.8
CCCn1c(SCC(=O)c2cc(C)n(C3CC3)c2C)nc2cc(S(N)(=O)=O)ccc21	100.0	0
CC(C)C(=O)Nc1cccc(-c2nc3ccccc3s2)c1	101.0	-0.2
COc1ccc(-n2nc(C(=O)NCC(=O)NCc3cccnc3)c3ccccc3c2=O)c(OC)c1	104.0	2.6
CCCOc1ccc(NC(=O)CC2C(=O)N(c3ccc(C)cc3)C(=O)N2Cc2cccc(OC)c2)cc1 (configuration not stated)	114.0	1.5
COc1ccc(-c2noc(-c3cccc(F)c3)n2)cc1	102.0	0.2
Nc1nc(SCc2cccc(Br)c2)n[nH]1	103.0	0.5
COc1cccc(NC(=O)c2c(C)oc3nc(C)nc(N4CCCC4)c23)c1	102.0	-0.7
Cc1ccc2nsnc2c1S(=O)(=O)NC(C)c1ccccc1 (configuration not stated)	100.0	-0.2
O=C(N/N=C/CSc1nc2ccccc2o1)c1ccccc1	103.0	0.1
O=C(Nc1c2c(nn1-c1ccc(Cl)cc1)CS(=O)(=O)C2)c1cccc(Cl)c1	98.0	-1.4
O=C(OCC(=O)N1CCN(c2ccccc2)CC1)c1ccc(-c2ccc(O)cc2)cc1	103.0	0.1

Compound profiles, from the list above. Order of values: Polio RdRp inh	Polio RdRp inh FP z-score
Profile of `Nc1nc(SCc2cccc(Br)c2)n[nH]1` → 103.0	0.5
Profile of `COc1cccc(NC(=O)c2c(C)oc3nc(C)nc(N4CCCC4)c23)c1` → 102.0	-0.7
Profile of `Cc1ccc2nsnc2c1S(=O)(=O)NC(C)c1ccccc1` (configuration not stated) → 100.0	-0.2
Profile of `CC(C)C(=O)Nc1cccc(-c2nc3ccccc3s2)c1` → 101.0	-0.2
Profile of `CCCn1c(SCC(=O)c2cc(C)n(C3CC3)c2C)nc2cc(S(N)(=O)=O)ccc21` → 100.0	0

New compounds follow.
SMILES	Polio RdRp inh	Polio RdRp inh FP z-score
CCOc1ccc(CC(=O)NCCc2sc(-c3cccc(F)c3)nc2C)cc1	108.0	0.5
Cc1cccc(N2CCN(C(C)c3nc4ccccc4c(=O)[nH]3)CC2)c1C (configuration not stated)	103.0	0.2
CC1CCC(N2CC(=O)N(C3CCCCC3)C(c3ccc(F)cc3)C2=O)CC1 (configuration not stated)	113.0	0.9
CC1CC(c2ccccc2)n2ncnc2N1C(=O)c1ccccc1 (configuration not stated)	104.0	1.2
O=C(Cn1cc(S(=O)(=O)Cc2ccc(F)cc2)c2ccccc21)NCc1ccccc1	105.0	-0.2
COc1cc(/C=C/C2=NC(=O)C(C)(C)O2)ccc1O	101.0	0
COC(=O)N/N=C/c1cccs1	100.0	-0.7
O=C(CN1c2cccc3cccc(c23)S1(=O)=O)NCc1ccccc1	101.0	0.1
CCN1CCCC1CN1CNC(=S)NC1 (configuration not stated)	102.0	-0.5
Fc1ccc(Nc2nc3nonc3nc2Nc2cccc(C(F)(F)F)c2)cc1	100.0	-1.4
Cc1ccccc1OCc1nc(C#N)c(NC(C)c2ccccc2)o1 (configuration not stated)	103.0	0.4
COc1ccc(NC(=O)C(C)n2c(=O)cc(C)c3c(C)nn(-c4ccccc4)c32)cc1OC (configuration not stated)	103.0	1
O=C(CNCc1ccco1)Nc1ccc(Oc2ccccc2)cc1	102.0	0.2
COc1ccc(/C=C/C(=O)NCC(C)C)cc1OC	103.0	0.5
Cc1onc(-c2c(Cl)cccc2Cl)c1C(=O)NC(=S)N1CCN(c2ccccn2)CC1	105.0	0.6
Cc1cccc(OC(C)C(=O)N2CCC(c3nc4ccccc4o3)CC2)c1C (configuration not stated)	103.0	0
CC1Cc2ccccc2N1NC(=O)c1ccc(Cl)c(S(N)=O)c1 (configuration not stated)	102.0	0.7
O=C(CSc1nnc(-c2cccs2)o1)Nc1cc(C(F)(F)F)ccc1N1CCOCC1	102.0	-0.1
CCOC(=O)c1cnn(-c2ccc(C(C)C)cc2)c1C1CCN(C(=O)OC(C)(C)C)CC1	97.0	-1
CCN(CC)C(=O)c1sc2c(c1C)c(=O)n(Cc1ccccc1)c(=O)n2Cc1ccc(Cl)cc1	107.0	0.2
CN1CCC(=NOC(=O)Nc2ccccc2)CC1	101.0	0.1
COCCNC(=O)c1ccc(CS(=O)(=O)Cc2ccc(C)cc2)o1	99.0	-0.5
CC1(C)CC(=O)c2cc(C#N)c(SCc3ccccc3)nc2C1	104.0	0.5
COc1ccc2c(c1)CCc1c(C(=O)Nc3ccccc3C(F)(F)F)noc1-2	107.0	0.6
c1ccc2c(SCc3cn4ccccc4n3)nncc2c1	109.0	2.7
Clc1cccc(OCCN2CCOCC2)c1	101.0	-0.2
CCOC(=O)CSC1=Nc2ccccc2C2=NC(CCC(=O)NCc3ccc(OC)cc3)C(=O)N12 (configuration not stated)	103.0	-1
CCOc1cccc2cc(-c3nc4sc5c(c4c(=O)[nH]3)CCC(C)C5)c(=O)oc12 (configuration not stated)	109.0	0.5
Cc1cc(C(=O)Cn2ncc(Cl)c(Cl)c2=O)c(C)n1Cc1ccco1	126.0	3.8
COc1ccc(C(=O)Nc2nnc(S(=O)(=O)N3CCCc4ccccc43)s2)cc1	107.0	-0.4
C[C@]12CCC(=O)C=C1CC[C@@H]1[C@@H]2C(=O)C[C@@]2(C)[C@H]1CC[C@]2(O)C(=O)CO	101.0	0.3
CC(=O)Nc1ccc(S(=O)(=O)NC2CC(=O)N(c3ccc(F)cc3)C2)cc1 (configuration not stated)	104.0	0.7
Cc1ccc(C(C)n2cc(C(=O)NCC3CCCO3)nn2)cc1 (configuration not stated)	107.0	0.5
Cc1cc(OCC(=O)N/N=C/c2ccc(I)o2)cc(C)c1Cl	103.0	0.5
CCn1c(SCC(=O)Nc2ccc3c(c2)OCO3)nnc1C(C)NC(=O)c1ccccc1F (configuration not stated)	101.0	-0.3
CCC(C(=O)N1CCN(c2ncccn2)CC1)n1ccc2cc(S(=O)(=O)N3CCCCC3)ccc21 (configuration not stated)	103.0	0.1
COc1ccc(NC(=O)c2oc3ccccc3c2NC(=O)C2CCCCC2)c(OC)c1	105.0	0.3
Cc1ccc(C2SC(=O)NC3=C2C(=O)c2ccccc23)cc1 (configuration not stated)	108.0	0.5
Cc1csc(SCC(=O)c2ccc3c(c2)OCO3)n1	102.0	0.1
S=c1cc(-c2ccccc2)[nH]c(=S)[nH]1	98.0	-0.6
Cc1ccn2cc(-c3cccc(Cl)c3)nc2c1	101.0	0
Cc1ccccc1OCc1n[nH]c(=S)n1C	103.0	0.2
CCCC(CCC)C(=O)Nc1cccc(-c2nc3ccccc3[nH]2)c1	109.0	0.5
COc1ccc(CSCCN)cc1Cl	101.0	-0.1
COc1ccc(Nc2cc(C(=O)NCCCN3CCN(c4ccc(OC)cc4)CC3)c3ccccc3n2)cc1	110.0	0.8
N#CCSCC(=O)Nc1ccccc1	101.0	0.2
COc1ccc(OC)c(CCNC(=O)CCc2cn(Cc3cc(C)ccc3C)c3ccccc23)c1	105.0	-0.4
Cc1ccc(CC23CN4CC(CN(C4)C2)C3=O)c(C)c1	99.0	-0.7
CNC(=O)c1ccccc1S(=O)c1ccccc1CO (configuration not stated)	100.0	-0.3
c1ccc2c(c1)NCC2CN1CCOCC1 (configuration not stated)	103.0	0.5
CC1(C)Cc2c(c(N3CCOCC3)nc3sc(C(=O)O)cc23)CO1	106.0	0.5
O=C(Cc1csc(-c2cccs2)n1)N1CCN(S(=O)(=O)c2ccccc2C(F)(F)F)CC1	107.0	0.6
Nc1ccccc1N=CC1=C(O)CC(c2ccccc2)CC1=O (configuration not stated)	97.0	-1.8
Cc1cc(S(=O)(=O)Nc2cc(Br)c3oc4c(c3c2)C(=O)CCC4)ccc1Cl	103.0	0.2

A portion of the library; rates above refer to the full screens.
